# Pin1 inhibitor: inhibitors of human Pin1; Pin1 FP peptide displacement, HiFluor488, 10 min; Potency, µM (doses to about 115 µM), for inactives: at the highest dose activity, negative = inhibition, actives largely listed as inhibitors; 390,000 tested, 0.009% active; AID 504891; active = well fitted inhibition curve with a large enough effect in the polarisation, with a control signal flat, not every such curve was filed as active; inconclusive = small, poorly fitted or top-dose-only effect, or effect the other way, or a change in a side signal; inactive = no such curve, though single readings can be large or run the other way; the % refers to the polarisation; note: potency is the fitted concentration of half-maximal effect; % is set by controls: 0 for no effect and ±100 for the full control effect
# BAZ2B inh: inhibitors of human BAZ2B bromodomain. Q9UIF8. AlphaScreen BAZ2B-H3K14Ac peptide displacement. Potency, µM (titrated, usually from 114 µM), for the others: at the top dose activity change, negative = inhibition, usual class: inhibitors. 360,000 tested, 4.4% active; note: potency is the fitted concentration of half-maximal effect; % is set by controls: 0 for no effect and ±100 for the full control effect; nearly all actives have a fitted effect of over 60% in size
#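 Protein-peptide AlphaScreen: BAZ2B 50 nM, b-H3K14Ac 50 nM, 1x PBS pH 7.4 + 0.01% Tween-20. Preincubation 30 min RT; cpd 30 min RT (top 110 uM); beads 20 min RT, light-protected.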
# JMJD2A Tudor: JMJD2A Tudor domain (human) inhibition; 390,000 tested, 4.4% active; AlphaScreen JMJD2A-Tudor / H3K4me3 peptide binding; Potency, µM (top dose mostly 114 µM), for inactives: at the highest dose activity change, negative = inhibition, usual class: inhibitors; AID 504339; O75164; note: potency is the fitted concentration of half-maximal effect; % is set by controls: 0 for no effect and ±100 for the full control effect; nearly all actives have a fitted effect of over 50% in size
# PI4K2A inh: inhibitors of human PI4K2A. activity change, negative = inhibition, % at 76.9 µM. purified PI4K2A, ADP-Glo luminescence, 1 h; active compounds read low. Q9BTU6. 420,000 tested, 0.13% active. AID 1346378; in the data active = activity change below about -50%; inconclusive = mostly about -30% to -49%;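 note: -100% = wells without enzyme as full effect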
# Target sequence (Q9BTU6 whole entry, looked up): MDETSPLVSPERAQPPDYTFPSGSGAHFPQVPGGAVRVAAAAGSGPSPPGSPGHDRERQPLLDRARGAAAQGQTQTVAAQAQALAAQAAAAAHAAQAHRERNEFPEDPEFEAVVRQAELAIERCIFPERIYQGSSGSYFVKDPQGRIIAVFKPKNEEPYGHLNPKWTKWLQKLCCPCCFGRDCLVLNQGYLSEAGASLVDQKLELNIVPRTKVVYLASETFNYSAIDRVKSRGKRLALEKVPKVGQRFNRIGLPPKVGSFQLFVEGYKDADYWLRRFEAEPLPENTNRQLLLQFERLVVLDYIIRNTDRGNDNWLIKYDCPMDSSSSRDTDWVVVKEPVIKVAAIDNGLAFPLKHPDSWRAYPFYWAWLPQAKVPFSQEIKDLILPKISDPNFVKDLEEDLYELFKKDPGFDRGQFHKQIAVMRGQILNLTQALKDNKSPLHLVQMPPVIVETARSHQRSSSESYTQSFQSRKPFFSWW
#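 PI4K2A activity was measured by ADP-Glo luminescence: enzyme (4 ug/mL stock) and phosphatidylinositol (1.2 mM stock) in Tris pH 7.5/MgCl2/EGTA/Triton X-100 buffer were reacted with ATP (300 microM stock) for one hour at ambient temperature.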
# HP1b chromo inh: blocks HP1-beta chromodomain binding to methylated histone tails; P83916; 390,000 tested, 0.56% active; AID 540317; AlphaScreen HP1-beta / biotin-H3K9me3 peptide binding; Potency, µM (titrated, usually from 114 µM), for inactives: top-dose activity change, negative = inhibition, actives largely listed as inhibitors; note: potency is the fitted concentration of half-maximal effect; nearly all actives have a fitted effect of over 70% in size; inactives centre near 23
# Target sequence (P83916 whole entry, looked up): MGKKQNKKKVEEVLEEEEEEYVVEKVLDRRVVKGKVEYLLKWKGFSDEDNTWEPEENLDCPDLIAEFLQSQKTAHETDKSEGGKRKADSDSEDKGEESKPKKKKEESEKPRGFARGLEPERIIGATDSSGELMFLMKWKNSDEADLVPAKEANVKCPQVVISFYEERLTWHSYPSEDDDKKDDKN
#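 AlphaScreen: HP1-beta (50 nM) preformed 30 min with biotin-H3(1-18)K9me3 peptide (50 nM) in PBS pH 7.4, 0.01% Tween-20. Compound added for 30 min at RT, then streptavidin donor/nickel chelate acceptor beads (10 ug/mL) for 30 min.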
# G9a inh: blocks human histone lysine methyltransferase G9a; Q96KQ7; G9a H3K9 monomethylation, AlphaScreen, 2 h; Potency, µM (titrated, usually from 102 µM), without a hit: at the highest dose activity, negative = inhibition, most hits filed as inhibitors; 350,000 tested, 8.8% active; AID 504332; note: potency is the fitted concentration of half-maximal effect; % is set by controls: 0 for no effect and ±100 for the full control effect; nearly all actives have a fitted effect of over 75% in size
# Target sequence (Q96KQ7 913-1193 limits assumed): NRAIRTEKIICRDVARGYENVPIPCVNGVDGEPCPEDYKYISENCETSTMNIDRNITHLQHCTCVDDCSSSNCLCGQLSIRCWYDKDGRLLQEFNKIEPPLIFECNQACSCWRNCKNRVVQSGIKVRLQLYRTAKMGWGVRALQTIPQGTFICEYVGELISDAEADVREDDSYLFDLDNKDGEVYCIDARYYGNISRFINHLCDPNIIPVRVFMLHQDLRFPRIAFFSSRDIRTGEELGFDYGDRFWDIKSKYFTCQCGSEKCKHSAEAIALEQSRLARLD
#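 Readings reflect AlphaScreen signal from monomethyl-H3K9 antibody detection. HMT at 20 nM; substrate b-H3K9 500 nM; cofactor SAM 20 uM; 2 h RT reaction; compounds tested as titrations in qHTS with 15 min preincubation.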
# GLS inh: inhibitors of human glutaminase (GLS); O94925; GLS enzymatic activity, qHTS titration; Potency, µM (top dose mostly 45.5 µM), for inactives: top-dose activity change, negative = inhibition, hits mostly inhibitors; 410,000 tested, 0.21% active; AID 624170; note: potency is the fitted concentration of half-maximal effect; % is set by controls: 0 for no effect and ±100 for the full control effect
#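 hKGA in 45 mM KH2PO4 pH 8.2, 0.02% Tween-20 with pin-transferred compounds; 1 mM L-glutamine (stock) plus glutamate oxidase/HRP/Amplex Red coupling added. Fluorescence read initially and after 30 min at RT.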
# Pol eta inh: inhibitors of human DNA polymerase eta | recombinant Pol eta, fluorescent DNA replication assay | 390,000 tested, 1.2% active | Q9Y253 | Potency, µM (highest dose often 114 µM), inactives show at the top dose activity change, negative = inhibition, hits mostly inhibitors | AID 588591; note: potency is the fitted concentration of half-maximal effect; % is set by controls: 0 for no effect and ±100 for the full control effect
#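 Pol eta (10 nM) was preincubated with compounds for 15 min at room temperature, after which fluorescent replication substrate (50 nM final) was added to start the reaction. Fluorescence was read kinetically at 0 and 10 min.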
# PGK inhibitor: inhibitors of T. brucei phosphoglycerate kinase. Potency, µM (highest dose often 57.5 µM), for inactives: at the top dose activity change, negative = inhibition, hits mostly inhibitors. P07378. AID 602233. 380,000 tested, 0.043% active. PGK/GAPDH coupled, Kinase-Glo luminescence, 60 min; note: potency is the fitted concentration of half-maximal effect; % is set by controls: 0 for no effect and ±100 for the full control effect; nearly all actives have a fitted effect of over 60% in size
#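 Luminescent ATP detection (Kinase-Glo Plus) follows a 60-minute room-temperature incubation, with wells lacking PGK as controls. Buffer: 100 mM TEA (pH 7.6), 5 mM MgCl2, 0.01% Tween-20. Coupling enzyme GAPDH (100 nM final) supplies unstable 1,3-BPG in-well.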
# * = called active by the depositor; i = inactive; ? = inconclusive; . = no result given; [ ] = dose if it differs, or a comment. Unless noted, calls come from the whole dose curve; as a rule, active = well fitted curve in the direction sought with a large enough effect; inconclusive = small, poorly fitted or top-dose-only effect, or another doubt; inactive = no such curve, though single readings can be large; an effect the other way counts as inactive or inconclusive. This is a subset. The share of hits here may be higher or lower than overall.
no.	PGK inhibitor	Pin1 inhibitor	GLS inh	BAZ2B inh	G9a inh	SMILES	JMJD2A Tudor	Pol eta inh	HP1b chromo inh	PI4K2A inh
1	-9%	-2%	6%	-1%	30%	CCOc1ncccc1C(=O)OCC(=O)Nc1ccc(C(N)=O)cc1	-4%[11.4 µM]	38%[activator]	28%	2
2	-2%	?	0%	-3%	3%[59 µM]	COc1cc(C2C(C(=O)Nc3ccccc3C)=C(C)Nc3nc(SCc4cc(C)ccc4C)nn32)ccc1O (stereo not drawn)	-6%	-20%	19%	4
3	-2%	16%	8%	13%	46%[activator][59 µM]	O=C1CC(c2ccccc2)Sc2ccccc2N1Cc1ccccc1F (stereo not drawn)	41%[activator]	-23%	66%[activator]	9
4	-3%	-1%	-1%	4%	-3%[12.7 µM]	COc1ccc(C(CNC(=O)COc2cccc(C(F)(F)F)c2)N2CCCC2)cc1 (stereo not drawn)	-10%	-17%	24%	-2
5	-1%	-5%	15%	-3%	3%	Nn1c(SCc2cccc(Br)c2)nnc1-c1cccnc1	-11%	-10%	18%	-2
6	0%	17%	7%	.	-33%	COc1ccc(NC(=O)CN(C)CC(=O)Nc2cccc(S(=O)(=O)N(C)c3ccccc3)c2)cc1	-22%	-5%	3%	-4
7	4%	2%	11%	-26%	16%	Cc1cc(NC(=O)c2c(F)cccc2Cl)no1	0%	-11%	20%	-1
8	6%	1%	4%	7%	-11%	Cc1ccc(CNC(=O)CN(C(=O)C2(C)CC(=O)N=C3C=CC=CN32)c2cccc(C)c2C)cc1 (stereo not drawn)	-7%	-26%	18%	3
9	-6%	2%	25%	11%	14%	CCOC(=O)C1CCN(c2c(NCCN3CCCCC3C)c(=O)c2=O)CC1 (stereo not drawn)	-8%	-20%	39%[activator]	4
10	i	-2%	-5%	7%	4%[12.7 µM]	COCCn1c(=O)[nH]c2cc(C(=O)NCc3cccnc3)ccc2c1=O	-20%	-11%	35%	-2
11	-3%	-2%	5%	6%	-11%[59 µM]	CC(C)c1ccc(NC(=O)CCNS(=O)(=O)c2cccc3nonc23)cc1	-21%[57.1 µM]	-14%	6%	3
12	-7%	-9%	8%	?	3%[59 µM]	Cc1cccc(NC(=O)CSc2cn(CC(=O)N3CCOCC3)c3ccccc23)c1C	6%	-19%	44%[activator]	-4
13	9%	-3%	0%	3%	?	Cc1csc2nc(CNS(=O)(=O)c3ccc4c(c3)OCCO4)cn12	-1%	-9%	40%[activator]	0
14	0%	2%	3%	-3%	5%	CC(=O)Nc1cc(C(=O)N2CCCC2)ccc1Sc1ccc(Cl)cc1	-20%	1%	16%	3
15	8%	?	6%	?	11µM*	Cc1ccc2nc(NNC(=O)c3ccc4c(c3)OCCO4)sc2c1	?	-12%	34%	3
16	0%	5%	-7%	-28%	18%	CN(CCC1CCOCC1)Cc1nc(Cc2ccccc2F)no1	-16%	-4%	26%	-2
17	2%	0%	-2%	5%	9%	CN(C(=O)CSc1nc(N)nn1-c1ccccc1)c1ccccc1	0%	-14%	48%[activator]	3
18	-12%	-5%	4%	-36%	-37%[2.33 µM]	CCN(c1ccccc1)S(=O)(=O)c1ccc(Cl)c(C(=O)NCc2ccco2)c1	-23%	-1%	4%	-3
19	-3%	-7%	1%	-10%	45%[activator]	COc1ccccc1OCCNC(=O)c1c(-c2ccccc2Cl)noc1C	-5%	-20%	37%	-3
20	-8%	0%	16%	5%	-39%	COc1ccc(CN2CCNC(=O)C2CC(=O)NCCCn2cccn2)c(OC)c1 (stereo not drawn)	-6%	-18%	20%	-1
21	8%	-1%	2%	-2%	11%[12.7 µM]	O=C1NC[C@H](c2ccccc2)N(CCc2cccc(F)c2)C1=O	-11%	-24%	43%[activator]	0
22	0%	4%	3%	-5%	13%[12.7 µM]	Cc1cccc(C(=O)N2CCN(c3ccc(C(F)(F)F)cn3)CC2)c1C	-3%	-20%	15%	3
23	-9%	-1%	1%	1%	9%[59 µM]	CCOCCC(=O)Nc1nnc(CCc2ccccc2)s1	-16%	2%	27%	-1
24	-12%	-1%	.	7%	-5%	CCOc1ccc(-c2nc(C#N)c(NCC(C)C)o2)cc1	-13%	-3%	?	4
25	5%	2%	1%	5%	4%[59 µM]	Cc1ccc(S(=O)(=O)NCCC(c2ccc(F)cc2)c2ccco2)cc1 (stereo not drawn)	-6%	-18%	12%	-1
26	-8%	-1%	3%	-2%	17%[59 µM]	CCN(CC(=O)NCc1cccs1)C(=O)c1cccc(S(=O)(=O)Nc2ccc(OC)cc2)c1	-12%	-17%	24%	2
27	-9%	-1%	27%	3%	-23%[59 µM]	CCOc1ccc(CNC(=O)Cn2nc(N3CCN(c4ccccc4)CC3)ccc2=O)cc1	-22%	-6%	10%	0
28	-16%	37%[activator]	-2%	-1%	?	COc1ccc2nc(NC(=O)Cn3cnc4ccccc4c3=O)sc2c1	-10%	-1%	17%	-5
29	-19%	-7%	6%	6%	17%[59 µM]	Cc1cccc(-c2nc3cc(NC(=O)C4CCCO4)ccc3o2)c1 (stereo not drawn)	-3%	-18%	31%	?
30	0%	-3%	4%	-24%	-4%	CC(C)(C)OC(=O)N1CCC(c2c(C(=O)NC3CC3)cnn2-c2ccc(Cl)cc2)CC1	-15%	8%	10%	0
31	-6%	0%	76%[activator]	0%	-1%[2.33 µM]	O=C(c1ccccc1)N1N=C(c2ccccc2O)CC1c1ccccc1 (stereo not drawn)	-11%	-4%	36%	-3
32	4%	8%	-5%	4%	-3%	O=C(NCCN1CCOCC1)c1sc2cc(Cl)ccc2c1Cl	2%	-23%	31%	-3
33	.	-1%	11%	-12%	-11%	CCN1C(C)=C(C)S/C1=C1\SC(=S)N(C2CCCCC2)C1=O	-29%	-5%	-1%	-2
34	i	-2%	3%	-23%	?	CCN(CC)C(=O)c1sc(NC(=O)c2cccc([N+](=O)[O-])c2)c(C#N)c1C	18%	-8%	35%	-1
35	-1%	-9%	1%	.	.	C#CCOCCOCCOCCNc1nc(N2CCN(C(=O)Cn3cc(CCO)nn3)CC2)nc(N2CCN(C(=O)Cn3cc(CC(C)O)nn3)CC2)n1 (stereo not drawn)	-8%	-13%	44%[activator]	-2
36	0%	0%	14%	12%	0%[0.0925 µM]	CCCCOn1c(C)c(C(=O)OCC)c2c3no[n+]([O-])c3ccc21	-17%	-4%	13%	-3
37	i	-1%	4%	-4%	-8%[59 µM]	COc1ccc(-n2ccn(CC(=O)Nc3ccc(C)cc3C)c(=O)c2=O)cc1	-8%	-12%	29%	-4
38	-10%	.	0%	.	.	COc1cccc(COC(=O)C(Cc2ccccc2)NC(=O)c2ccco2)c1 (stereo not drawn)	.	-22%	.	-1
39	5%	2%	7%	0%	?	O=C(CCNS(=O)(=O)c1ccc(Cl)cc1)N1CCCC1	-6%	4%	23%	1
40	-9%	-8%	8%	-1%	-17%[59 µM]	O=C1CCCN1c1ccc(S(=O)(=O)NCCOc2ccccc2)cc1	3%	1%	24%	-1
41	4%	-3%	-2%	-5%	.	COc1ccc(-c2noc(N3CCC(C(=O)Nc4ccccc4F)CC3)n2)cc1	-2%	-22%	32%	0
42	-10%	-6%	12%	8%	18%[59 µM]	CCn1ncc(Br)c1C(=O)Nc1cc(C)ccc1F	25%	2%	93%[activator]	9
43	-10%	1%	10%	-5%	.	O=C(Nc1ccc2c(c1)OCCO2)c1cc(-c2ccccn2)nc2ccc(Br)cc12	-4%	-7%	27%	-1
44	-17%	-4%	15%	0%	-8%	CC(=O)c1sc(NC(=O)CN2C(=O)C3CC=CCC3C2=O)nc1-c1ccccc1 (stereo not drawn)	-14%	-21%	22%	-2
45	-2%	3%	7%	-18%	8%	CC(=O)N1CCN(c2ccccc2NC(=O)c2ccc(C#N)cc2F)CC1	-12%	-11%	13%	-6
46	9%	-9%	15%	-4%	18%	COc1ccc2nc(SCC(=O)NC3CCCCC3)[nH]c2c1	-4%	-6%	9%	-2
47	-10%	8%	-4%	-14%	24%[0.0925 µM]	CCOc1ccccc1N1CCN(C(=O)COc2ccc3c(C)cc(=O)oc3c2)CC1	-4%	-10%	34%	3
48	-1%	0%	7%	.	.	Cc1c(NC(=O)CCc2ccc(S(=O)(=O)N3CCOCC3)cc2)c(=O)n(-c2ccccc2)n1C	-8%	6%	14%[57 µM]	2
49	i	-5%	-15%	5%	4%	COc1ccccc1NC(=O)CN(C)S(=O)(=O)c1ccc2c(c1)CCC(=O)N2	-13%	-6%	24%	7
50	-6%	?	3%	-34%	45µM*	CC(C)Nc1oc(-c2cccc3ccccc23)nc1C#N	27%	-10%	-8%	2

# Later entries:
no.	PGK inhibitor	Pin1 inhibitor	GLS inh	BAZ2B inh	G9a inh	SMILES	JMJD2A Tudor	Pol eta inh	HP1b chromo inh	PI4K2A inh
51	i	44%[activator]	-11%	-19%	7%[0.501 µM]	COc1ccc(S(=O)(=O)N2CCN(C(=O)CN3C(=O)NC(C)(c4ccc5ccccc5c4)C3=O)CC2)cc1 (stereo not drawn)	-10%	?	11%	-1
52	-3%	-2%	13%	2%	?	Cc1c(NC(=O)Nc2cccs2)cccc1[N+](=O)[O-]	-28%	-5%	10%	0
53	-1%	-10%	12%	2%	9%[59 µM]	CCOC(=O)c1ccccc1NC(=O)c1ccccc1N(C)S(C)(=O)=O	-12%	-6%	19%	-4
54	-2%	-1%	-5%	0%	-1%[12.7 µM]	CN(C)CCCNS(=O)(=O)c1cc(Cl)ccc1Cl	-12%	-11%	18%	-1
55	-9%	-16%	-3%	-6%	22%[0.501 µM]	O=C(CC(=O)c1c(F)cccc1Cl)c1ccccc1O	-5%	-12%	-6%	-5
56	-3%	-2%	12%	-13%	14%[0.501 µM]	O=C(NNC(=O)c1ccccc1OCc1ccccc1)c1ccccc1O	-21%	-10%	43%[activator]	-15
